Screening data: PubChem, several laboratories
Bcl-xL primary: inhibitors of human Bcl-xL; Q07817; 320,000 tested, 0.7% active; AID 2129; inhibition, % at 10.9 µM; GST-Bcl-xL / FITC-Bim BH3 peptide fluorescence polarization;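 active = inhibition above the mean of all tested compounds plus 3 SD, cutoff set per campaign, cut at about 30% in these data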;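 also: 0% = DMSO wells and 100% = unlabeled Bim-BH3 peptide competitor; inhibitors lower millipolarization by displacing the labeled peptide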
Target sequence (Q07817 whole entry, looked up): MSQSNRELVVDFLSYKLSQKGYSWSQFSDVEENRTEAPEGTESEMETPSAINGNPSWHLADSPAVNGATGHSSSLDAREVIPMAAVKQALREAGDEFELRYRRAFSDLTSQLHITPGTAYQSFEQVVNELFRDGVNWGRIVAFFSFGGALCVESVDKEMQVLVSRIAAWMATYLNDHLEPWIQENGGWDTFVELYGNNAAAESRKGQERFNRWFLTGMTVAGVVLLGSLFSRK
MCL1 BIM primary: disrupts human MCL1 binding to BIM-BH3 peptide; AID 2057; inhibition, % at 10.9 µM; 320,000 tested, 0.68% active; GST-MCL1 / FITC-Bim-BH3 fluorescence polarization;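 active = inhibition above the mean inhibition of all tested compounds plus 3 SD, set per campaign, cut at about 40% in these data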;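 also: 0% = DMSO wells and 100% = unlabeled Bim-BH3 peptide control; higher means more loss of mP so more displacement of Bim peptide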
Target sequence (Q07820 whole entry, looked up): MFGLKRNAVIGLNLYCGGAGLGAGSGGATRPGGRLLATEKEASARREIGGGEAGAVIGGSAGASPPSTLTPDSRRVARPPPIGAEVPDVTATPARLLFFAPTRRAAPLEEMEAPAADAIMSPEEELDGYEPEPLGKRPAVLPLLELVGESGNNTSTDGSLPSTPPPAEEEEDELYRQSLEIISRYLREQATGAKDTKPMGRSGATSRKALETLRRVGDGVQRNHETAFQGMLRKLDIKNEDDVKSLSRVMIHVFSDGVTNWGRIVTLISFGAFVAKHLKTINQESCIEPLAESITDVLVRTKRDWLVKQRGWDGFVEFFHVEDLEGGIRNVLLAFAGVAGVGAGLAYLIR
Fam108B inh: blocks mouse Fam108B hydrolase in RBBP9 counter-screen; inhibition, % at 9.51 µM; 300,000 tested, 0.33% active; recombinant Fam108B, FP-Rh probe fluorescence polarization;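 active = inhibition above the screen mean inhibition plus 3 SD, computed separately per campaign, cut at about 18% in these data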;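 also: inhibitors lower polarization as less probe binds the enzyme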
PAFAH1B2 inh: PAFAH1B2 (human) inhibition; inhibition, % at 3.39 µM; AID 492953; recombinant PAFAH1B2, FP-rhodamine activity probe, fluorescence polarization; 340,000 tested, 1.2% active; P68402;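 active = inhibition above the mean of all tested compounds plus 3 SD, cut at about 24% in these data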;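 also: 0% = enzyme with DMSO and 100% = wells lacking PAFAH1B2; many of its hits are not listed in these tables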
PME-1 inh: blocks human protein phosphatase methylesterase 1 | Q9Y570 | recombinant PME-1, FP-Rh probe fluorescence polarization | inhibition, % at 5.9 µM | 320,000 tested, 0.53% active;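 active = inhibition above the campaign mean of all compounds plus 3 SD, cut at about 26% in these data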;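 also: competitive labeling of PME-1 active site by serine hydrolase directed probe; 0% = PME-1 with DMSO and 100% = wells lacking PME-1 enzyme; inhibitors block probe labeling so polarization falls and inhibition rises; many of its hits are not listed in these tables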
MEX-5 binding: C. elegans MEX-5 TCR-2 RNA binding activity. Q9XUB2. MEX-5/FITC-TCR2 RNA binding, fluorescence polarization; active compounds read low. activity score (negative = inhibition of binding), % at 10 µM. 300,000 tested, 0.38% active. AID 1832;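 active = inhibition past about -25% in most replicates, and total fluorescence under double the plate's negative control median, limit read from the data; inconclusive = replicates evenly split on the limit, or fluorescence at least double controls; inactive = too little inhibition in most replicates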;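 also: 0% = DMSO and -100% = 5 µM competing unlabeled TCR2 RNA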
Target sequence (Q9XUB2 whole entry, looked up): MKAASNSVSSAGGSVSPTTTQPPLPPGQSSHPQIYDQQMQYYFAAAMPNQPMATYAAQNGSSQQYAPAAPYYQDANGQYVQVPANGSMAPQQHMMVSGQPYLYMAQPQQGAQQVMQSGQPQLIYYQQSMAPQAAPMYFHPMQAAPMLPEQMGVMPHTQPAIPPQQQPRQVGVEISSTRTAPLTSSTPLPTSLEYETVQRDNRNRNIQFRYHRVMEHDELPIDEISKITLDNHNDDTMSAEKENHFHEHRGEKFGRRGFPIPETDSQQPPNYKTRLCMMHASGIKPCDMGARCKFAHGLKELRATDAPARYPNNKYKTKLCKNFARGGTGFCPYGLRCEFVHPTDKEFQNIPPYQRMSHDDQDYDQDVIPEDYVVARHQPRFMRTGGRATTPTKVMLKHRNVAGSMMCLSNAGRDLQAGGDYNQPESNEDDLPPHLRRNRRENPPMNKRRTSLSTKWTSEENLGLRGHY
pPAFAH FP inh: pPAFAH (human) enzyme inhibition | inhibition, % at 3.39 µM | 330,000 tested, 1.5% active | recombinant pPAFAH, FP-rhodamine probe fluorescence polarization | Q13093;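 active = inhibition above the mean inhibition across the screen plus 3 SD, cut at about 25% in these data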;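 also: inhibitors block binding of the rhodamine activity-based probe so polarization drops; 0% = enzyme with DMSO and 100% = wells lacking pPAFAH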
AHR act: activates the human aryl hydrocarbon receptor | AID 2796 | activation, % at 5 µM | 320,000 tested, 2.5% active | AHR-responsive luciferase reporter cells, luminescence | P35869; in the data active = activation above about 47%;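 also: 0% = vehicle wells and 100% = reference agonist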
GLD-1 RNA inh: GLD-1-TGE RNA interaction inhibition (C. elegans); purified GLD-1 + fluorescein TGE RNA, fluorescence polarization; 320,000 tested, 0.44% active; inhibition, % at 5.96 µM; Q17339;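 active = percent inhibition above a per-plate cutoff, the plate mean of test compounds plus 3 SD, cut at about 30% in these data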;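 also: 0% = DMSO wells with GLD-1 and probe and 100% = wells lacking GLD-1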
An asterisk follows results filed as active; u = inconclusive; x = not tested or not shown.

SMILES	Bcl-xL primary	MCL1 BIM primary	Fam108B inh	PAFAH1B2 inh	PME-1 inh	MEX-5 binding	pPAFAH FP inh	AHR act	GLD-1 RNA inh
N#Cc1c(N)n(-c2cccc(O)c2)c2nc3ccccc3nc12	13	10	1	-7	3	-4.6	4	-2	9
Cc1csc(NC(=O)c2ccc(-c3ccc(Cl)cc3Cl)o2)n1	2	1	-6	6	-10	-12	-6	7	1
CC(NC(=O)COc1ccc(N(C)S(=O)(=O)c2ccccc2)cc1)c1ccccc1 (stereo unspecified)	3	5	-4	-2	0	-1.0	-1	1	3
COc1ccc(N2CCN(CC(=O)NC(=O)NC(C)(C)C)CC2)cc1	-2	-3	1	1	1	-0.5	2	1	-6
CCOc1ccc(C(=O)N2CCCC2C(=O)O)cc1 (stereo unspecified)	5	4	-4	-6	4	x	5	-1	2
CCOc1ccc2nc(NC(=O)Nc3ccccc3)sc2c1	10	2	-2	-1	23	x	6	78*	-2
Cc1ccc(NC(=O)COC(=O)C2=COCCO2)c([N+](=O)[O-])c1	0	-3	-4	3	-6	2.1	4	2	2
C=CCn1c(O)c(/C=C2\C=NN=C2c2ccccc2)sc1=S	8	5	-12	3	-9	1.3	7	1	3
Cc1ccc2c(c1)nnn2C1CCN(S(C)(=O)=O)CC1	4	2	-2	-1	1	1.4	2	0	1
CCN(CC)CCNc1nc(-c2ccccc2)nnc1C(F)(F)F	3	-4	1	0	3	-0.2	3	2	5
COCCCN1Cc2cccc(C(=O)O)c2C1=O	3	0	9	1	2	2.2	0	-1	4
Cc1ccc(S(=O)(=O)NCc2c(-c3ccccc3)noc2C)cc1	0	2	-2	5	7	3.7	-7	4	4
COc1ccc(/C=C/C(=O)Nc2nc(C)c(C(=O)N(C)C)s2)cc1	2	4	2	5	-9	0.1	1	0	5
CCCOc1ccc(/C=C/C(=O)O)cc1OC	5	-2	2	-2	-4	-0.8	-2	-2	2
COc1ccccc1OCC(=O)NCCNC(=O)COc1ccccc1OC	1	-1	2	0	-3	0.0	1	4	2
O=C(CCc1ccccc1)NC1CCCc2ccccc21 (stereo unspecified)	1	0	3	9	3	-0.1	0	5	-3
C[C@H]1O[C@@H](O[C@H]2CC[C@@]3(C)C(CC[C@]4(C)C3C=CC3=C5CC(C)(C)CC[C@]5(CO)[C@H](O)C[C@]34C)[C@]2(C)CO)[C@H](O)[C@@H](O[C@@H]2O[C@H](CO)[C@@H](O)[C@H](O)[C@H]2O)[C@H]1O (stereo partly specified)	x	x	x	8	x	x	1	2	5
Cc1cc(C)c(C)c(S(=O)(=O)Nc2ccc(C(=O)N3CCCC3)cc2)c1C	6	11	3	-2	5	4.4	5	-1	9
CCC(C)(C)n1nnnc1C(c1ccncc1)N1CCC(Cc2ccccc2)CC1 (stereo unspecified)	6	-2	4	0	0	1.2	26*	-1	-2
O=C(Nc1ccccc1C(F)(F)F)c1ccsc1	4	4	4	-3	-2	-2.3	6	0	-1
CN(CC(=O)Nc1c(Cl)cccc1Cl)C(=O)c1cc2ccccc2cc1O	5	3	-2	1	7	2.0	5	7	6
Cc1cc(=O)oc(C)c1C(=O)NCCC(C)C	4	-1	-4	8	-2	2.5	2	-3	2
Cc1ccc(-c2c[n+](=O)c3c(n2[O-])CCC3)cc1	2	5	1	3	2	0.5	1	1	-2
Cc1cc(=O)[nH]c2c1c(-c1ccccc1)nn2C	3	2	0	0	1	-0.4	-2	2	-3
COC(=O)COc1ccc(C2Nc3c(Cl)ccc(C(=O)O)c3C3C=CCC32)cc1 (stereo unspecified)	43*	53*	4	3	-5	-24	36*	0	16
CCOC(=O)C1=C(COC(=O)c2cc(OC)c(OC)c(OC)c2)NC(=O)NC1C (stereo unspecified)	0	-5	1	-3	-4	-0.3	5	1	1
CCOc1ccc(S(=O)(=O)NC(C)C(=O)NC2CCCC2)cc1 (stereo unspecified)	-4	-4	-2	-2	2	-0.2	0	-5	3
COCCn1nnnc1C(c1ccc(O)c(OC)c1)N1CCc2ccccc2C1 (stereo unspecified)	7	8	1	7	-2	-0.4	0	2	9
OCCC1CN(Cc2cccn2-c2ncccn2)CCN1CCc1ccccc1 (stereo unspecified)	0	2	-3	-2	-6	-0.2	2	1	4
S=C(NCCc1ccncc1)Nc1ccccc1	3	12	-2	-3	0	3.5	14	1	5
O=C(CCC(=O)NNC(=O)c1ccc([N+](=O)[O-])cc1)NCc1ccccc1	5	-1	1	9	-3	-0.3	1	3	5
COc1cc(/C=N/N2CCN(c3ccc(Cl)cc3)CC2)cc(OC)c1OC(C)=O	-7	-12	-4	25*	-4	-1.9	0	-8	0
O=C(NC(=S)NCCN1CCOCC1)c1ccccc1Br	1	11	-2	3	-1	-0.5	-1	0	3
O=S(=O)(NCC1CCN(S(=O)(=O)c2ccccc2)CC1)c1ccccc1	3	6	-1	5	5	-0.1	9	2	8
c1ccc(-c2cccs2)nc1	5	0	-1	1	2	2.2	1	-2	6
CO/N=C/C(=N\Nc1ccc(C)cc1)C(=O)c1ccc(OC)cc1	4	8	-8	-5	-6	-3.0	2	1	5
CCCc1[nH]nc2c1C(c1ccc(Br)s1)C(C#N)=C(N)O2 (stereo unspecified)	8	5	2	19	1	-4.5	4	3	4
O=C(CSc1nnnn1-c1ccccc1)NCc1ccco1	0	0	-3	0	0	0.6	8	0	7
Cc1ccc2cccc(NC(=S)NC(=O)c3ccccc3)c2n1	5	9	-7	-3	-8	1.8	-4	56*	5
Cn1nc(C(F)(F)F)c(/C=N/OCc2c(Cl)cccc2Cl)c1Cl	-2	4	2	4	-7	1.5	16	3	11
O=c1ccc2cc3c4c(c2o1)CCCN4CCC3	97*	105*	4	5	1	u	14	4	89*
CCCc1[nH]n(-c2nc3ccccc3s2)c(=O)c1C=NCC(C)C	2	10	-4	0	2	1.3	6	-2	-7
CC(OC(=O)c1ccc2c(c1)S(=O)(=O)c1ccccc1C2=O)C(N)=O (stereo unspecified)	8	1	3	6	-2	-0.6	0	2	-2
COc1ccc(NC(=S)NC(=O)CC(C)C)c(OC)c1	6	14	-2	1	-1	0.3	0	19	9
Cc1cc(SCC(=O)N(C)C2CCCCC2)nc2ccccc12	x	x	x	3	x	x	3	3	2
NC(=O)c1cc2nc(-c3ccco3)cc(C(F)(F)F)n2n1	16	11	6	5	-2	-1.2	-5	0	6
CCCCN(CCCC)CC(O)CN(c1cc([N+](=O)[O-])ccc1OC)S(=O)(=O)c1ccccc1 (stereo unspecified)	4	4	6	1	-3	0.1	2	1	-5
CCCCOc1ccc(CSc2ncn[nH]2)cc1	2	-1	-2	1	-2	-0.8	-1	0	-3
CCS(=O)(=O)N1CCC(C(=O)NCCCOC)CC1	3	1	-3	-4	-8	2.2	4	-2	1
Cc1ccc(N2CC(C(=O)NCCS(=O)(=O)N3CCN(c4ccccc4)CC3)CC2=O)cc1C (stereo unspecified)	4	-3	-1	1	1	-0.9	-1	1	-1

Another view of some results above:
mol,Bcl-xL primary,MCL1 BIM primary,Fam108B inh,PAFAH1B2 inh,PME-1 inh,MEX-5 binding,pPAFAH FP inh,AHR act,GLD-1 RNA inh
Cc1csc(NC(=O)c2ccc(-c3ccc(Cl)cc3Cl)o2)n1,2,1,-6,6,-10,-12,-6,7,1
c1ccc(-c2cccs2)nc1,5,0,-1,1,2,2.2,1,-2,6

(further entries)
SMILES	Bcl-xL primary	MCL1 BIM primary	Fam108B inh	PAFAH1B2 inh	PME-1 inh	MEX-5 binding	pPAFAH FP inh	AHR act	GLD-1 RNA inh
NC(=O)Nc1ccc(C(=O)OCC(=O)c2c[nH]c3ccccc23)cc1	x	x	x	1	x	x	7	29	-2
CN(C)S(=O)(=O)c1ccc(NC(=O)CCNC(=O)c2ccc([N+](=O)[O-])cc2)cc1	-4	-10	6	4	7	-1.4	9	1	2
COc1ccc(C(=O)COC(=O)CNC(=O)c2cc(OC)cc(OC)c2)cc1	2	4	-2	3	-4	0.7	10	2	-8
Cc1ccc2ccc[n+](Cc3ccccc3)c2c1	4	3	-1	3	-3	-1.2	2	0	3
COc1ccc(N2C(=O)CC(SCc3ccc(Cl)cc3)C2=O)cc1 (stereo unspecified)	9	13	-3	10	-6	1.8	-4	2	5
O=C(NC1CCCCC1)N(Cc1cc2cc3c(cc2[nH]c1=O)OCCO3)C1CCCCC1	-1	4	-2	0	-2	-0.2	3	-7	3
COc1cc(NS(=O)(=O)c2ccc(NC(=O)c3ccc(S(=O)(=O)N4CCCC4)cc3)cc2)ncn1	5	-3	-1	x	1	-2.7	-3	2	9
CC(=O)C1=C(C)N(CC2CC2)C(=O)N[C@H]1c1ccccc1	0	-1	-8	-5	0	1.2	4	0	4
CCOc1ccc(S(=O)(=O)N2CCN(C(=O)c3ccccc3Cc3ccccc3)CC2)cc1	1	-4	-3	4	6	2.2	1	-2	8
O=c1c2ccccc2nc2n1CCCCC2	5	3	5	-1	-3	-0.5	-9	3	-4
COc1ccc(CNCC(O)COc2ccc(C(C)(C)c3ccccc3)cc2)cc1 (stereo unspecified)	2	2	1	12	-4	-0.6	26*	2	-1
COc1ccc(CCNc2nc(N3CCOCC3)nc(N3CCOCC3)n2)cc1OC	8	7	3	2	-3	1.9	2	7	9
O=C(NCCNC(=O)c1cnccn1)c1ccc(Cl)cc1	0	0	2	5	-5	2.0	1	3	-5
O=C(OCCN=C1NS(=O)(=O)c2ccccc21)c1ccco1	5	1	0	5	-1	-0.6	3	-2	3
Cc1ccccc1CN(c1ccc(C(=O)NCc2cccnc2)cc1)S(C)(=O)=O	6	0	-1	13	-5	-3.4	2	5	-2
COc1ccc(OCC(O)CN(CC(O)COc2ccc(OC)cc2)c2cccc(O)c2)cc1 (stereo unspecified)	3	-1	4	8	-6	-1.1	9	9	12
CC(C)(C)n1nc2c(c1NC(=O)COc1ccc(F)cc1)CS(=O)(=O)C2	8	9	-3	2	3	-1.2	5	-2	4
O=C(NC(c1ccccc1)c1ccccc1)c1ccc(=O)[nH]n1	0	1	-3	x	2	2.2	3	-1	1
Cc1ccc(NC(=O)C2CC2c2ccccc2)c([N+](=O)[O-])c1 (stereo unspecified)	4	14	1	4	3	-3.3	18	7	7
CCOc1ccc(OCCOc2ccc(/C=C/C(=O)O)cc2OCC)cc1	4	8	4	2	-4	-1.8	4	0	-3
Cc1ccc(C(=O)NCCN2C3=NC[C@H](C)N3C[C@H]2Cc2ccc(O)cc2)cc1Br	1	-10	4	-3	-2	1.6	-7	11	-8
CC1CN(C(=O)c2ccc(S(=O)(=O)Nc3ccccc3F)cc2)CC(C)O1 (stereo unspecified)	-1	-2	3	3	5	2.3	-5	-2	3
CCN(CC)S(=O)(=O)c1ccc(OC)c(NC(=O)Cn2cnc3c2c(=O)n(C)c(=O)n3C)c1	3	6	1	3	1	0.4	4	-1	3
O=C(NCC(c1ccco1)N1CCCCC1)c1ccc2c(c1)S(=O)(=O)c1ccccc1C2=O (stereo unspecified)	-4	3	8	8	7	0.1	2	0	6
CN(C)c1ccc(/C=N/NC2=NS(=O)(=O)c3ccccc32)cc1	-7	-18	-10	8	1	-41*	5	3	-7
CCCSc1ccc(C(=O)Nc2ccc(Cl)cc2)cn1	7	3	0	3	-6	-0.4	2	60*	0
CC(C)(C)OC(=O)COc1cc(OCC(=O)OC(C)(C)C)c2c(=O)cc(-c3ccccc3)oc2c1	5	5	-10	-8	-5	x	0	0	12
COc1ccc(/C=C/C(=O)NCC(=O)n2nc(C)cc2C)cc1	0	-1	1	x	-4	0.3	3	-5	4

A portion of the library; count on the stated rates, not on these rows.
